# UGM FP inh – Mtb UDP-galactopyranose mutase inhibition; P9WIQ1; purified UGM, fluorescence polarization probe displacement; inhibition, % at 10 µM; actives 0.06% (n = 320,000); in the data active = inhibition above about 10%, passing the limit was not always enough
# Target sequence (P9WIQ1 whole entry, looked up): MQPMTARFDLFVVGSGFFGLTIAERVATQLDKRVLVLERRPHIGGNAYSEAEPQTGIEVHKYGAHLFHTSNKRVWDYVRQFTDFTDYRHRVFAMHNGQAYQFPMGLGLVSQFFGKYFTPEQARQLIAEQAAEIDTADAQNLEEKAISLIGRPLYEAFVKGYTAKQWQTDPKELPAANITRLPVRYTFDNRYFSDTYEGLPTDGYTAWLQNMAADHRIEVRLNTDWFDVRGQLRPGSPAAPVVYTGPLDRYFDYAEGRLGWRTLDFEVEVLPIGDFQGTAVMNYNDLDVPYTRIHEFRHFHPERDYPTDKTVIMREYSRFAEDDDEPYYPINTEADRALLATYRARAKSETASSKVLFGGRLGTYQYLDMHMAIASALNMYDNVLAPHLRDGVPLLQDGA
# Rv3671c protease – Rv3671c (M. tuberculosis) protease inhibition; P9WHR9; inhibition, % at 5.96 µM; actives 0.048% (n = 320,000); in the data active = inhibition above about 38%;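 note: extracellular domain of Rv3671c used as enzyme; 0% = enzyme with DMSO and 100% = no enzyme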
# SSB-PriA inh – K. pneumoniae PriA-SSBct interaction inhibition | AlphaScreen SSBct-PriA binding, biotinylated peptide | inhibition, % at 33 µM | actives 0.6% (n = 430,000) | AID 1272365; in the data active = inhibition mostly above about 37%, no sharp cut-off; inactive = mostly below about 20%;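 note: plate controls were negative control peptide for no effect and reference peptide for full effect; strong numbers were not always called active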
# MazEF act – activators of E. coli MazEF toxin-antitoxin RNase. P0AE70. FAM/BHQ RNA-DNA oligo cleavage fluorescence, 5 h. activation, % at 20 µM. actives 0.32% (n = 350,000). AID 504720; in the data active = activation above about 50%
# Target sequence (P0AE70 whole entry, looked up): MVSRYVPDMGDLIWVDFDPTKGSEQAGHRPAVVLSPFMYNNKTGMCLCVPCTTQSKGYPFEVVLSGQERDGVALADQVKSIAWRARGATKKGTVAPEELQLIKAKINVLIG
# GDH-TPI counter – inhibits GDH-TPI coupling enzymes, artifact for Mtb FBA screen; GDH-TPI coupled enzyme counterscreen, NADH absorbance; inhibition, % at 4.8 µM; actives 1.2% (n = 360,000); AID 588335; in the data active = inhibition above about 30%;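 note: 0% = DMSO wells and 100% = wells lacking the enzyme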
# Mtb FBA inh – inhibits M. tuberculosis FBA enzyme; P9WQA3; purified M. tuberculosis FBA, fluorescence read-out; inhibition, % at 1 µM; actives 2.3% (n = 360,000); AID 588726; in the data active = inhibition above about 27%;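 note: 0% = vehicle and 100% = reference inhibitor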
# Target sequence (P9WQA3 whole entry, looked up): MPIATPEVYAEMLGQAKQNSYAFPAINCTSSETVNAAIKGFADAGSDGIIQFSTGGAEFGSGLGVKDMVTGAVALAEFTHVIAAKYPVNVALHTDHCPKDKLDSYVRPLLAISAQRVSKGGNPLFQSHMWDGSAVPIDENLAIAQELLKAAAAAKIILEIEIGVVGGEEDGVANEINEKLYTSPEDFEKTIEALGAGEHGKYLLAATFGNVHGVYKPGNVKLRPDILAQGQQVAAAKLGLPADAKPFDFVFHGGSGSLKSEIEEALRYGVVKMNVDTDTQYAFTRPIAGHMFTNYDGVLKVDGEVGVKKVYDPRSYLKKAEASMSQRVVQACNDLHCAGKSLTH
# BH1578 lux ind – quorum light induction in luxS cqsA deficient V. cholerae. V. cholerae BH1578 lux reporter, luminescence, 6 h. activation, % at 18.7 µM. actives 0.16% (n = 350,000); in the data active = activation mostly above about 9.7%, no sharp cut-off; note: not every result past the cut was called active; inactives centre near 0; reference of the scale not given here
# DUSP3 inh – inhibitors of human VHR1 phosphatase (DUSP3) | inhibition, % at 13.3 µM | recombinant VHR phosphatase, pNPP absorbance | P51452 | actives 0.52% (n = 290,000); in the data active = inhibition above about 50%; note: some compounds called inactive have numbers as strong as hits
# Target sequence (P51452 whole entry, looked up): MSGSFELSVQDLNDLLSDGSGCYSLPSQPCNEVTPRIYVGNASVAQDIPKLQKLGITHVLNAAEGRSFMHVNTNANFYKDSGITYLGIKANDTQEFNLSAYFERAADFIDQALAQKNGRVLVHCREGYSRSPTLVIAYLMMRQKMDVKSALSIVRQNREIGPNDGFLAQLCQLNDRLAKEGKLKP
# BioA inh – blocks M. tuberculosis BioA enzyme activity | inhibition, % at 9.99 µM | purified M. tuberculosis BioA enzyme, plate reader | actives 0.096% (n = 360,000); in the data active = inhibition above about 40%
# 3CLpro inhibitor – SARS-CoV 3CLpro protease inhibition | inhibition, % at 6 µM | actives 0.14% (n = 290,000) | recombinant SARS-CoV 3CLpro, quenched FRET peptide cleavage; in the data active = inhibition above about 12%
# An asterisk follows results filed as active; i = inactive; / = no result given; & = joins results of further samples. These rows are one share of the data; count on the stated rates, not on these rows.
# Every second line gives: UGM FP inh	Rv3671c protease	SSB-PriA inh	MazEF act	GDH-TPI counter	Mtb FBA inh	BH1578 lux ind	DUSP3 inh	BioA inh	3CLpro inhibitor
- Cc1cc(N2C(=O)C(=O)/C(=C(/O)c3ccc(Cl)cc3)C2c2cccc(Br)c2)no1 (configuration not stated)
  1.0	3	/	3	15	5	-5.0	3	2.8	6
- CCc1noc(C)c1C(=O)N1CCCC(C(=O)c2cc(F)ccc2OC)C1 (configuration not stated)
  -0.3	2	-16	2	13	1	-0.3	35	/	0
- CC1(C(=O)NS(=O)(=O)Cc2ccccc2)CCN1C(=O)C1(c2ccc(Cl)cc2)CCC1 (configuration not stated)
  /	/	/	/	-8	0	-0.3	/	-1.8	/
- O=C(NCCC(=O)N1CCc2ccccc21)c1ccccc1Cl
  3.5	-6	-5	-1	2	5	i	-3	-1.2	1
- CSCCC(NC(=O)OC(C)(C)C)C(=O)NC(C(=O)NC(CC(C)C)C(N)=O)C(C)C (configuration not stated)
  -3.6	1	-1	6	14	3	i	15	0.0	0
- O=c1oc2ccccc2c(CNc2ccccc2)c1[N+](=O)[O-]
  -3.3	-6	-2	13	9	-1	i	10	2.7	3
- Cc1nn(-c2ccccc2)c(C)c1/C=C/C(=O)OCC(=O)Nc1ncc(C(F)(F)F)cc1Cl
  2.6	-9	-2	-3	21	0	-1.5	23	3.5	2
- CSc1nc(SCC(=O)NCC2CCCO2)c2c3c(sc2n1)CN(C)CC3 (configuration not stated)
  3.1	-5	9	2	/	/	/	0	/	-4
- CNc1nc(SC)nc2ccsc12
  -1.2	2	-29	5	-6	5	1.4	-2	1.1	-4
- C=CCn1c(O)c(N=NC(=O)C(O)c2ccccc2)c2ccccc21 (configuration not stated)
  2.0	-1	7	-7	39*	3	-0.9	31	-0.9	0
- COc1ccc(/C(C)=N\Nc2nc(-c3ccccc3)cc(=O)[nH]2)cc1
  -1.1	5	/	13	12	3	-0.6	3	-0.1	-1
- COc1cccc(/C=C2\CCCCC2=O)c1
  6.8	-9	-4	4	15	-5	i	15	-1.3	1
- O=C(O)c1ccccc1NC(=O)C1C2C=CC(C2)C1C(=O)O (configuration not stated)
  2.5	7	-9	4	-3	26	i	5	8.6	-2
- Cc1ccc(Cl)cc1N1CCN(Cc2nc3c(c(=O)[nH]c(=O)n3C)n2Cc2ccccc2F)CC1
  0.9	5	-6&-4	-63	-12	0	-0.2	19	-1.4	/
- O=[N+]([O-])c1ccccc1/C=N/n1c(-c2cccnc2)n[nH]c1=S
  -1.9	9	/	-2	12	0	-0.5	2	-2.2	2
- COc1ccc(NC(=O)Nc2ccc3[nH]ccc3c2)cc1
  2.8	2	-8	5	-2	8	-0.4	/	-0.7	/
- CN(C)Cc1ccccc1CNC(=O)c1cccc(S(=O)(=O)Nc2ccc3c(c2)OCO3)c1
  /	/	/	1	9	2	-0.7	/	-0.8	/
- COCCNC(=O)CNC(=S)N(Cc1ccccc1)Cc1cccnc1
  0.5	-6	10	10	-3	-1	i	-7	/	2
- CSc1ccccc1NC(=O)CN(C)Cc1cccc(Cl)c1
  -2.7	2	-19	0	2	15	1.3	18	/	2
- COc1ccc(S(=O)(=O)N2CCOCC2)cc1NC(=O)CC1CCCC1
  0.2	-5	-7	-7	3	1	-2.0	/	-0.1	/
- CCOc1ccc(OCC)c(NC(=O)C2COc3ccccc3O2)c1 (configuration not stated)
  2.4	2	-8	-2	1	3	i	-1	1.0	-4
- Nc1nccc(-c2ccc(-n3cccc3)cc2)n1
  1.0	-4	-1	5	6	2	1.3	8	-0.4	-2
- CCCN(CCC)C(=O)c1ccc2c(=O)n(Cc3ccco3)c(=S)[nH]c2c1
  -1.9	1	-8	2	2	-3	i	3	/	-3
- CCCn1c(SCC(=O)N(C2CCCCC2)C2CCS(=O)(=O)C2)n[nH]c1=O (configuration not stated)
  0.8	-1	-18	1	-6	-1	-0.4	/	-0.8	/
- CCOc1ccccc1NC(=O)c1ccoc1C
  -0.7	1	-10	-6	4	0	-7.1	-19	-0.1	0
- COc1ccc(CNC(=O)Cn2nnc3ccccc3c2=O)cc1
  2.6	11	-13	4	4	1	-0.4	25	0.7	0
- COc1ccc2c(c1)CCCC21NC(=O)N(CC(=O)NC(=O)NCc2ccccc2)C1=O (configuration not stated)
  -2.4	5	-2	0	3	-2	-0.2	26	/	5
- CN(C)/C=C1\C=C(c2ccccc2)OC1=O
  0.1	3	-7	2	18	-3	3.5	19	0.3	-2
- CC(=O)c1c(C)[nH]c(C(=O)OCC(=O)NCc2cccs2)c1C
  -1.9	-1	-9	8	-2	-4	i	/	2.6	/
- CC1=CCC2C(=O)N(c3cccc(C(=O)NCc4ccccc4)c3)C(=O)C2C1 (configuration not stated)
  1.0	2	-11	1	1	1	-1.2	15	1.0	-3
- O=C(CN1CCN(C(=O)C2CCN(C(=O)/C=C/c3ccccc3)CC2)CC1)Nc1ccc(F)cc1
  /	/	-4	5	5	1	-0.3	/	2.4	/
- COc1cccc2cc(C(C)N(CCCN3CCOCC3)C(=O)Nc3ccccc3)oc12 (configuration not stated)
  -3.2	6	-1	1	14	-2	/	19	-0.4	-1
- CCOC(=O)c1cn2nc(N3CCCC3)ccc2n1
  -1.7	2	-10	-1	6	4	0.2	12	/	6
- Cc1ccc(OCC(O)CN2CCN(c3ccccn3)CC2)c(C)c1 (configuration not stated)
  0.3	6	-2	-4	-4	0	-1.4	16	/	-6
- Cc1nc2ccccc2c2oc(C(=O)N3CCN(C4CCCCC4)CC3)cc12
  4.4	1	3	-9	14	1	-0.2	-1	-2.7	-3
- COc1ccccc1NC(=O)C(C)N1CCN(C/C=C/c2ccccc2)CC1 (configuration not stated)
  0.4	-5	-13	-3	16	1	i	2	3.0	-1
- CC(C)(C)S(=O)(=O)c1ccccc1C(=O)O
  -0.4	-2	-15	5	18	-1	i	1	0.9	1
- COc1cc(-c2cnc3c(NC=O)cc(-c4cccc(C(=O)NCCN(C)C)c4)cn23)cc(OC)c1OC
  /	/	/	/	5	-1	i	/	3.0	/
- O=C(O)C1CCCN1C(=O)OCC1c2ccccc2-c2ccccc21 (configuration not stated)
  -2.4	2	-4	-4	-5	-1	i	16	/	2
- Cc1ccc(C(=O)COC(=O)CN2C(=O)C3C4CC(C(Br)C4Br)C3C2=O)cc1 (configuration not stated)
  -0.4	0	-9	1	-2	-3	-0.4	-1	-1.5	-2
- CCNC(=S)NNC(=O)c1cc(-c2cccc(C)c2)nc2ccccc12
  -1.0	2	5	-5	1	1	i	10	1.5	9
- Cc1cc(C)n(CC2CC(=O)N(c3ccc(C)c(Cl)c3)C2=O)n1 (configuration not stated)
  -0.9	-7	-15	6	-2	2	-0.2	18	/	-1
- CCN=c1scc(C)n1/N=C/c1ccc(O)c(O)c1O
  -4.5	-4	/	1	18	1	/	10	-1.2	4
- CCOC(=O)C1C(=O)NC(SC)=C(C#N)C1c1ccccc1F (configuration not stated)
  0.1	7	-7	3	8	-1	i	24	2.0	-2
- CN1CCN(c2nc3ccccn3c(=O)c2C=O)CC1
  0.3	3	12	5	21	14	0.4	-18	-1.6	2
- CCOc1ccc2nc(NC(=O)CSC3=NCCS3)sc2c1
  3.0	-3	-37	12	-4	0	i	12	0.1	0
- Cn1cnnc1Sc1ccc(C(=O)OCC(=O)NCC(F)(F)F)cc1[N+](=O)[O-]
  0.6	0	7	7	9	0	-2.8	5	-1.4	-1
- COCCn1c(-c2ccc(Cl)cc2Cl)nc2c(c(=O)c3ccccc3n2C)c1=O
  0.1	-1	-12	6	5	1	-0.5	5	/	4
- O=C(NCc1ccc(F)cc1)C1CCC(=O)N1CCc1ccccc1 (configuration not stated)
  -0.7	3	-1	1	-2	0	-0.2	25	1.6	1
- Cc1nc(NCC2CCCO2)c2oc3ccccc3c2n1 (configuration not stated)
  1.5	-4	-13	1	9	4	i	17	3.9	2

# Full records as entered above:
# `Cc1cc(C)n(CC2CC(=O)N(c3ccc(C)c(Cl)c3)C2=O)n1` (configuration not stated) across the screens: UGM FP inh: -0.9; Rv3671c protease: -7; SSB-PriA inh: -15; MazEF act: 6; GDH-TPI counter: -2; Mtb FBA inh: 2; BH1578 lux ind: -0.2; DUSP3 inh: 18; BioA inh: /; 3CLpro inhibitor: -1
# `CCNC(=S)NNC(=O)c1cc(-c2cccc(C)c2)nc2ccccc12` across the screens: UGM FP inh: -1.0; Rv3671c protease: 2; SSB-PriA inh: 5; MazEF act: -5; GDH-TPI counter: 1; Mtb FBA inh: 1; BH1578 lux ind: i; DUSP3 inh: 10; BioA inh: 1.5; 3CLpro inhibitor: 9

# Next section:
# Every second line gives: UGM FP inh	Rv3671c protease	SSB-PriA inh	MazEF act	GDH-TPI counter	Mtb FBA inh	BH1578 lux ind	DUSP3 inh	BioA inh	3CLpro inhibitor
- Cc1cccc(OCCCCCn2ccnc2)c1
  0.1	3	11	0	3	5	-0.2	23	-0.8	-3
- Cc1ccc(S(=O)(=O)N2CCOCC2)cc1C(=O)OCC(=O)Nc1ccc2c(c1)OCO2
  0.8	-1	3	3	-5	4	i	0	-0.7	-3
- Cn1c(=O)c2c(nc(CN3CCC(C(N)=O)CC3)n2Cc2ccccc2Cl)n(C)c1=O
  0.5	-5	-5	5	1	1	-0.2	14	1.6	/
- CSc1ccccc1NC(=O)CSc1n[nH]c(N)n1
  0.0	0	-8	2	13	2	-0.2	13	1.1	2
- CCOP(=O)(NC(C)C)Oc1ccc(SC)c(C)c1 (configuration not stated)
  /	/	-2	3	2	-2	i	/	1.3	/
- Cc1ccc(C(=O)NCCCN2CCOCC2)cc1Cl
  0.4	-5	-22	5	3	3	i	12	-0.2	3
- Cc1csc(NC(=O)c2ccccc2)n1
  0.0	-1	-14&-10	7	-4	-1	-0.9	8	-0.6	3
- Cc1nn(C)c(C(=O)N/N=C/c2ccccn2)c1[N+](=O)[O-]
  0.1	4	/	-2	6	-4	-0.4	10	-0.6	-1
- CCc1nnc(NC(=O)CCC(=O)N2CCN(c3cccc(Cl)c3)CC2)s1
  0.9	-9	0	-2	3	1	-0.2	14	0.6	-3
- CCCCCC/C=C/c1ccc([C@H]2[C@H]3C=CC[C@@H](C)[C@@H]3C(=O)N2Cc2ccccc2)c(F)c1
  -0.2	-2	-11	-4	8	4	i	4	-1.3	/
- N#Cc1ccc(OCC(=O)N2CCN(C(=O)c3ccco3)CC2)cc1
  -0.2	7	-2	2	-5	0	-0.4	/	0.1	/
- COc1ccccc1CN1CC(C(=O)NCc2cccnc2)CC1=O (configuration not stated)
  2.6	-1	-14	6	-4	1	-8.7	-5	-2.7	-3
- CCN(Cc1ccc2c(c1)OCCO2)S(=O)(=O)c1ccc(NC(C)=O)cc1
  0.5	7	3	9	3	2	-2.6	/	-1.3	/
- C[C@H](CO)N1C[C@H](C)[C@@H](CN(C)S(=O)(=O)c2cccs2)Oc2ccc(NS(=O)(=O)c3cn(C)cn3)cc2C1=O
  -0.5	2	2	4	1	0	-2.6	/	-1.9&-0.8	/
- Cc1ccsc1/C=N\NC(=O)c1cc(C(C)(C)C)[nH]n1
  -1.4	6	/	5	21	-3	-0.5	17	/	4
- O=C(c1ccccc1)c1cc2ccccc2o1
  -3.5	-7	-38	-11	2	13	i	48	2.3	0
- CCN(CC)CCCN(Cc1cc2cc3c(cc2[nH]c1=O)OCO3)C(=S)NC
  1.3	-7	-7	9	11	14	-0.9	21	-0.6	0
- COc1cccc(Oc2nc(-c3ccccc3O)nc3ccccc23)c1
  0.3	3	-6	-7	6	2	0.5	6	-0.4	4
- CC1(C(=O)NS(=O)(=O)c2ccc(Cl)s2)CCN1C(=O)C1CCCCC1 (configuration not stated)
  /	/	/	/	-12	-3	i	/	-0.6	/
- c1nnc(NCNc2nncs2)s1
  /	/	/	7	-3	-2	-5.0	/	1.0	/

# Compound activity from PubChem BioAssay.
